# NTMT1 inhibitor: blocks human N-terminal methyltransferase 1 activity; Q9BV86; NTMT1 MTase-Glo SAH luminescence, purified enzyme; Potency, µM (doses to about 114 µM), inactives show at the top dose activity change, negative = inhibition, usual class: inhibitors; 59,000 compounds, 2.5% hits;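 also: plate controls were DMSO vehicle for no effect and no enzyme for full effect; nearly all actives have a fitted effect of over 65% in size; many of its hits are not listed in these tables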
# Target sequence (Q9BV86 whole entry, looked up): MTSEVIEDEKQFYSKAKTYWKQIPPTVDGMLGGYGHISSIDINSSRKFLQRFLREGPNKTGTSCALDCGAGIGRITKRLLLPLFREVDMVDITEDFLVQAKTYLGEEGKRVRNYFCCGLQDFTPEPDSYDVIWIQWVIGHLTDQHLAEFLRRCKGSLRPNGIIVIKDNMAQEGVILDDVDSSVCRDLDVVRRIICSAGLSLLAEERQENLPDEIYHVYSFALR
# FH mod: Identification of activators of human fumarate hydratase by quantitative high-throughput screening; Fumarate hydratase, mitochondrial (Homo sapiens), P07954; FH coupled MDH/diaphorase resazurin fluorescence, 15 min; Potency, µM (doses to about 79.9 µM), inactives show at the highest dose activity change, negative = inhibition, most hits filed as inhibitors; 54,000 compounds, 0.22% hits; AID 1347055, 2019; also: the screen sought activators but most active calls are inhibition curves; nearly all actives have a fitted effect of over 45% in size
# Target sequence (P07954 whole entry, looked up): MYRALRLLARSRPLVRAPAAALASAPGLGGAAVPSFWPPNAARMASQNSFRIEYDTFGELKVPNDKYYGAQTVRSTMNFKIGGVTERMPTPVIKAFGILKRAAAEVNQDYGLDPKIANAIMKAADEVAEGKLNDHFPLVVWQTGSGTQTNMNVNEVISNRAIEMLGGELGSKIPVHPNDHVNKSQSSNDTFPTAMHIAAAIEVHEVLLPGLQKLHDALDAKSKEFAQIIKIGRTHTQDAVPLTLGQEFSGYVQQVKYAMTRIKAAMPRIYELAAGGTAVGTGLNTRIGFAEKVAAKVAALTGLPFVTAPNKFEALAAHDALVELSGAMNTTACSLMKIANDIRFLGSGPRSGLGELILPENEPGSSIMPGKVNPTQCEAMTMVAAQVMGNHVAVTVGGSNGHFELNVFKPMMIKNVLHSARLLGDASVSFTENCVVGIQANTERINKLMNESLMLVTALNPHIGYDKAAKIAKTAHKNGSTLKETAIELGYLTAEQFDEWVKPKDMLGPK
# Starred values were filed as active, the others as inactive; ? = inconclusive; & = joins results of further samples; [ ] = another dose, or the depositor's remark. Calls follow the shape of the dose curve; as a rule, active = well fitted curve in the direction sought with a large enough effect; inconclusive = small, poorly fitted or top-dose-only effect, or another doubt; inactive = no such curve, though single readings can be large; an effect the other way counts as inactive or inconclusive. Unless noted, % is scaled to controls: 0 for no effect and ±100 for the full control effect; potency is read from the fitted curve at half-maximal effect. Some of the compounds tested; rates above refer to the full screens.
SMILES,FH mod,NTMT1 inhibitor
CN(C)CCOC1=Cc2ccccc2Sc2ccc(Cl)cc21,-2%[53.3 µM],7%[57.5 µM]
N[C@@]1(C(=O)O)CS(=O)(=O)[C@H]2[C@H](C(=O)O)[C@H]21,11%[53.3 µM],12%
CC1CCC2C(C)(C)[C@@H](O)CC[C@]2(C)C12Cc1c(O)cc3c(c1O2)CN(C(CCC(=O)O)C(=O)O)C3=O (stereo not given in full),4%[53.3 µM],-4%[29.8 µM]
COc1ccc(F)cc1-c1cc(NC(=O)[C@@H]2CCCNC2)ncc1Cl,-5%,?
NS(=O)(=O)c1cc(C(=O)O)c(NCc2ccco2)cc1Cl,3%&-12%[53.3 µM],?
OC(CCN1CCCCC1)(c1ccccc1)c1ccccc1,5%[53.3 µM],25%[57.5 µM]
CC1(C)CO[C@@H](CC(=O)O)CN1,-3%[53.3 µM],29%[57.5 µM]
CCCCOC(=O)CCCCCCCCC(=O)OCCCC,-2%[53.3 µM],30%[57.5 µM]
C=CC[N+]1([C@H]2C[C@H]3[C@@H]4CC[C@H]5C[C@H](OC(C)=O)[C@@H](N6CCCCC6)C[C@]5(C)[C@H]4CC[C@]3(C)[C@H]2OC(=O)CC)CCCCC1,0%[53.3 µM],16%[57.5 µM]
C[C@@H]1O[C@@H](OC[C@H]2O[C@@H](Oc3c(-c4ccc(O)c(O)c4)oc4cc(O)cc(O)c4c3=O)[C@H](O)[C@@H](O)[C@@H]2O)[C@H](O)[C@H](O)[C@H]1O,-15%[53.3 µM],-11%[57.5 µM]
CN1CCC(c2c(O)cc(O)c3c(=O)cc(-c4ccccc4Cl)oc23)C(O)C1 (stereo not given),3%,35µM*
CC1(C)CC[C@@]2(C(=O)O[C@@H]3O[C@H](CO)[C@@H](O)[C@H](O)[C@H]3O)C(C1)C1=CCC3[C@@]4(C)CC[C@@H](O[C@@H]5O[C@H](C(=O)O)[C@@H](O[C@@H]6OC[C@@H](O)[C@H](O)[C@H]6O)[C@H](O[C@@H]6OC[C@](O)(CO)[C@H]6O)[C@H]5O)C(C)(C)C4CC[C@@]3(C)[C@]1(C)C[C@H]2O (stereo not given in full),3%[20.6 µM],2%[12.6 µM]
COc1ccc([C@@]2(O)c3c(ccc(CC=C(C)C)c3O)NC(=O)[C@@H]2OC)cc1,-9%[53.3 µM],7%[29.8 µM]
CS(=O)(=O)N1CCN(Cc2cc3nc(-c4cccc5[nH]ncc45)nc(N4CCOCC4)c3s2)CC1,-6%,?
CC(=O)NC(=O)c1ccccc1O,1%[53.3 µM],22%[57.5 µM]
O=C1C[C@@H](c2ccc(O)cc2)Oc2cc(O)cc(O)c21,8%[53.3 µM],-29%[57.5 µM]
Cc1ccccc1-n1c([C@H](C)Nc2nc(N)nc3nc[nH]c23)nc2cccc(C)c2c1=O,8%,13%[57.5 µM]
COc1cccc(-c2cc(=O)c3ccccc3o2)c1N,-3%,18%
O=C1NC(=O)c2cc(Nc3ccc(F)cc3)c(Nc3ccc(F)cc3)cc21,-12%,-5%
Nc1ccc(C(=O)Nc2cccc(-c3nc(N4CCOCC4)c4oc5ncccc5c4n3)c2)cn1,-10%,11%
CC(C#N)C(C)O[C@@H]1O[C@H](CO)[C@@H](O)[C@H](O)[C@H]1O (stereo not given in full),1%,16%[57.5 µM]
O=C(O)c1ccnc2cc(C(OCC3CCC(F)(F)CC3)c3ccccc3Cl)[nH]c12 (stereo not given),1%,16%[57.5 µM]
C=CC(=O)Nc1cccc(Nc2nc(Nc3ccc(OCCOC)cc3)ncc2F)c1,1%,?
C/C=C1/[C@H](O[C@@H]2O[C@H](CO)[C@@H](O)[C@H](O)[C@H]2O)OC=C2C(=O)O[C@@H]3C[C@@H](C(C)CO)[C@H](COC(=O)C[C@H]21)[C@H]3C (stereo not given in full),1%[53.3 µM],-4%[29.8 µM]
C[C@@H]1O[C@@H](O[C@H]2[C@H](OC(=O)C34CCC(C)(C)CC3C3=CCC5C6(C)CC(O)C(O[C@@H]7O[C@H](CO)[C@@H](O)[C@H](O)[C@H]7O)C(C)(C(=O)O)C6CCC5(C)C3(CO)CC4)O[C@H](C)[C@H](O)[C@@H]2O)[C@H](O)[C@H](O)[C@H]1O[C@@H]1OC[C@@H](O)[C@H](O)[C@H]1O (stereo not given in full),3%[20.6 µM],14%[12.6 µM]
Cc1cc(C)c2c(N)c(C(=O)NCc3ccc(Cl)cc3)sc2n1,-7%,-10%[57.5 µM]
C[C@@H](c1ncncc1F)C(O)(Cn1cncn1)c1ccc(F)cc1F (stereo not given in full),0%[53.3 µM],10%[57.5 µM]
CN(C)C(=O)C(=O)c1cn(C)c2cc(Cl)c(C(=O)N3CCC(Cc4ccc(F)cc4)CC3)cc12,-8%,-16%[57.5 µM]
COc1cc(/C=C(\C#N)C(N)=O)cc(CSc2nc3ccccc3s2)c1O,-28%,-4%
CCOP(=O)(Cc1ccc(C(=O)Nc2ccc(Br)cc2C#N)cc1)OCC,-2%[53.3 µM],13%[29.8 µM]
CC(=O)N[C@H](Cc1ccc(O)cc1)C(=O)N[C@H](CCCN=C(N)N)C(=O)N[C@H](Cc1ccccc1)C(N)=O,1%,2%[57.5 µM]
Cc1ccc(O)cc1Nc1ccnc(Nc2cccc(C(N)=O)c2)n1,-1%,-2%[57.5 µM]
CO[C@@H]1[C@H](O)CCC2(CO2)[C@H]1[C@@]1(C)O[C@@H]1CC=C(C)C (stereo not given in full),4%,-18%[57.5 µM]
CCCCCCOC(=O)NC(=N)c1ccc(NCc2nc3cc(C(=O)N(CCC(=O)OCC)c4ccccn4)ccc3n2C)cc1,-16%[53.3 µM],10%
O=[N+]([O-])c1ccc(Oc2ccc3c(c2)CCC(c2ccccc2)O3)nc1 (stereo not given),-2%,-24%[57.5 µM]
COC(=O)C1=CO[C@@H](O[C@@H]2O[C@H](CO)[C@@H](O)[C@H](O)[C@H]2O)[C@@H]2C(C)CC(=O)[C@]12O (stereo not given in full),-6%[53.3 µM],6%[29.8 µM]
Cc1cn2c(-c3cn[nH]c3)cnc2c(Nc2ccc(C(=O)N3CCNCC3)cc2F)n1,11%[53.3 µM],7%[57.5 µM]
C[C@@H]1C[C@@H](O)[C@@]23CO[C@]2(CO)C[C@@H](O)CC3[C@@]12CC(c1ccoc1)OC2=O (stereo not given in full),-2%[53.3 µM],-9%[29.8 µM]
OC[C@H]1O[C@@H](Oc2ccc(O)cc2)[C@H](O)[C@@H](O)[C@H]1O,10%[53.3 µM],14%[57.5 µM]
O=c1cc(NCCCN[C@@H]2CCOc3c(Br)cc(Br)cc32)[nH]c2ccsc12,-6%,-10%[57.5 µM]
C[C@]1(OC(=O)/C=C/c2ccccc2)C[C@H](O)[C@]2(O)C=CO[C@@H](O[C@@H]3O[C@H](CO)[C@@H](O)[C@H](O)[C@H]3O)C12 (stereo not given in full),8%[53.3 µM],2%[29.8 µM]
CCOC(=O)Oc1ccc(CCNC(=O)[C@H](CCSC)NC(C)=O)cc1OC(=O)OCC,-13%[53.3 µM],24%[57.5 µM]
O=C(NC[C@H]1CN(c2ccc(N3CCOCC3=O)cc2)C(=O)O1)c1ccc(Cl)s1,-5%,8%[57.5 µM]
O=C(NOCC(O)CO)c1cc(Br)c(F)c(F)c1Nc1ccc(I)cc1F (stereo not given),0%[53.3 µM],-15%
CC(C)C(C)C=CC(C)C1CCC2C3=CC=C4CC(O)CCC4(C)C3CCC21C (stereo not given),11%[53.3 µM],23%[57.5 µM]

# Gathered by group, those above containing a Cl atom
SMILES,FH mod,NTMT1 inhibitor
CN(C)CCOC1=Cc2ccccc2Sc2ccc(Cl)cc21,-2%[53.3 µM],7%[57.5 µM]
COc1ccc(F)cc1-c1cc(NC(=O)[C@@H]2CCCNC2)ncc1Cl,-5%,?
NS(=O)(=O)c1cc(C(=O)O)c(NCc2ccco2)cc1Cl,3%&-12%[53.3 µM],?
CN1CCC(c2c(O)cc(O)c3c(=O)cc(-c4ccccc4Cl)oc23)C(O)C1 (stereo not given),3%,35µM*
O=C(O)c1ccnc2cc(C(OCC3CCC(F)(F)CC3)c3ccccc3Cl)[nH]c12 (stereo not given),1%,16%[57.5 µM]
Cc1cc(C)c2c(N)c(C(=O)NCc3ccc(Cl)cc3)sc2n1,-7%,-10%[57.5 µM]
CN(C)C(=O)C(=O)c1cn(C)c2cc(Cl)c(C(=O)N3CCC(Cc4ccc(F)cc4)CC3)cc12,-8%,-16%[57.5 µM]
O=C(NC[C@H]1CN(c2ccc(N3CCOCC3=O)cc2)C(=O)O1)c1ccc(Cl)s1,-5%,8%[57.5 µM]

# (listing goes on)
SMILES,FH mod,NTMT1 inhibitor
N#CCc1ccc(O)cc1O[C@@H]1O[C@H](CO)[C@@H](O)[C@H](O)[C@H]1O,2%[53.3 µM],12%[29.8 µM]
CCC(=O)O[C@]1(C(=O)CCl)[C@@H](C)C[C@H]2[C@@H]3C[C@H](F)C4=CC(=O)C=C[C@]4(C)[C@@]3(F)[C@@H](O)C[C@@]21C,-8%,16%[57.5 µM]
COc1cc2c(cc1OC)-c1cc(=Nc3c(C)cc(C)cc3C)n(C)c(=O)n1CC2,?,?
CC1CCC2(OC1)OC1CC3C4CC=C5CC(O)CC(O[C@@H]6OC[C@@H](O)[C@H](O)[C@H]6O)C5(C)C4CCC3(C)C1(O)C2C (stereo not given in full),1%[20.6 µM],-5%[12.6 µM]
O=C(C(Cc1cccc(C(F)(F)F)c1)NS(=O)(=O)c1cc(F)c2c(c1)CCNC2)N1CCCC1 (stereo not given),6%,7%[57.5 µM]
O=c1[nH]c(=O)n([C@H]2C[C@H](O)[C@@H](CO)O2)cc1Br,-16%&-2%[53.3 µM],-9%[57.5 µM]
NC(=O)c1cc[n+](CC2=C(C(=O)[O-])N3C(=O)[C@@H](NC(=O)Cc4cccs4)[C@H]3SC2)cc1,-2%[53.3 µM],-2%[57.5 µM]
CN(C1CCc2c(c3ccccc3n2CC(=O)O)C1)S(=O)(=O)c1ccc(F)cc1 (stereo not given),4%,1%&-1%&-22%[57.5 µM]
C/C(=C\CCC1(C)C2CC3C(C2)C31C)C(=O)O (stereo not given),10%,-14%[57.5 µM]
COc1cccc2c1C(=O)c1c(O)c3c(c(O)c1C2=O)C[C@@](O)(C(=O)CO)C[C@@H]3O[C@H]1C[C@H](N)[C@H](O[C@@H]2CCCCO2)[C@H](C)O1,-22%[53.3 µM],?
Cc1cc(C(=O)N2Cc3cnn(C)c3Nc3ccccc32)ccc1CNC(=O)N1CCC[C@H]1C(=S)N1CCCN(C)CC1,5%,25%[57.5 µM]
CCOc1cc(C)c(Cl)cc1S(=O)(=O)n1cnc2ccccc21,-19%[53.3 µM],3%[29.8 µM]
COc1ccc(S(=O)(=O)Nc2cc(-c3c(O)ccc4ccccc34)c(O)c3ccccc23)cc1,-18%[53.3 µM],-26%[57.5 µM]
Cc1cn([C@H]2C[C@H](O)[C@@H](CO)O2)c(=O)nc1N,0%,16%
CNCC[C@H](Oc1cccc2ccccc12)c1cccs1,-12%&-2%[53.3 µM],?
CCOC(=O)C1=C(C)NC(=S)NC1c1cccc(O)c1 (stereo not given),0%[53.3 µM],-5%
CO[C@@H]1[C@@H](O[C@H]2O[C@@H](C)[C@H](O[C@@H]3C[C@](C)(O)[C@H](O)[C@@H](C)O3)[C@@H](N(C)C)[C@@H]2O)[C@@H](CC=O)C[C@@H](C)[C@@H](O[C@H]2CC[C@H](N(C)C)[C@H](C)O2)/C=C/C=C/C[C@@H](C)OC(=O)C[C@H]1O,10%,5%[57.5 µM]
C=C1C(=O)O[C@@H]2[C@H]1CC(=O)[C@H](C)[C@@](O)(C(=O)/C=C/C)[C@H]2OC(=O)C(C)CC (stereo not given in full),10%[53.3 µM],-5%[29.8 µM]
COc1cccc(-c2cc(NCc3ccc4c(c3)OCO4)nc(N)n2)c1,0%,1%[57.5 µM]
CC(C)CC1NC(=O)C2CC3(O)c4ccccc4NC3N2C1=O (stereo not given),0%[53.3 µM],12%[29.8 µM]
CC/C=C\CC1C(CC(=O)O)CCC1OC1OC(CO)C(O)C(O)C1O (stereo not given),-1%[53.3 µM],3%[29.8 µM]
O=c1ccn([C@@H]2O[C@H](CO)[C@H](O)[C@@H]2F)c(=O)[nH]1,7%[53.3 µM],-1%[57.5 µM]
O=C(Nc1ccn[nH]1)c1c(F)cccc1F,3%,18%[57.5 µM]
Clc1cccc(COc2cncc(N3CCNCC3)n2)c1,-11%,?
CC(C)(O)C1CCC2(C)CCCC(C)(O)C2C1 (stereo not given),3%,10%[57.5 µM]
CCCN1CCC=C(c2cc(-c3ccc(C)cc3)no2)C1,-5%,-9%[57.5 µM]
O=C(Nc1ccc(S(=O)(=O)Nc2nccs2)cc1)C(c1ccccc1)c1ccccc1,-1%,2%[57.5 µM]
O=c1ccn([C@@H]2O[C@H](CO)[C@@H](O)[C@H]2O)c(=O)[nH]1,5%,8%[57.5 µM]
CC1=C(C(=O)O)/C(=C\CO[C@@H]2O[C@H](CO)[C@@H](O)[C@H](O)[C@H]2O)C(OC(=O)/C=C/c2ccc(O)cc2)C1 (stereo not given in full),29%[53.3 µM],9%[29.8 µM]
